IDE cell activ = human IDE activators in live cells, primary screen, fluorescence polarization, HEK cells, FAbeta-B substrate | Insulin-degrading enzyme (Homo sapiens), P14735 | FAbeta-B cleavage; 0% vehicle, 100% cell-free pure enzyme wells | activation, % at 5.96 µM | actives 0.073% (n = 340,000) | AID 493087, 2011;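 active = activation above the mean of all tested compounds plus 3 SD, set per screening campaign, cut at about 17% in these data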
IMP-1 inhibitor = IMP-1 metallo-beta-lactamase inhibitors, primary screen, biochemical, epi-absorbance readout, Pseudomonas aeruginosa enzyme. metallo-beta-lactamase IMP-1 (Pseudomonas aeruginosa). purified IMP-1, nitrocefin hydrolysis, epi-absorbance fluorescence. AID 1556, 2009. inhibition, % at 5.6 µM. actives 0.45% (n = 290,000);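 active = inhibition above the mean plus 3 SD of all compounds in the same screening run, cut at about 4.5% in these data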;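 also: 0% = IMP-1 with DMSO and 100% = DMSO wells lacking enzyme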
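Assay system: purified recombinant IMP-1 beta-lactamase. Input: IMP-1 0.2 nM before substrate addition. Buffer or medium: Zinc- and detergent-supplemented HEPES buffer, pH 7.1. Schedule: 25 °C, 15 min preincubation, 25 min reaction. Signal: Epi-absorbance fluorescence, 480 nm excitation, 530 nm emission. Evaluation: percent inhibition from optical density relative to buffer-blank wells.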
GalR3 antag = GalR3 antagonists in HEK293 cells, primary screen, cell-based, fluorescence readout; Galanin receptor type 3 (Homo sapiens), O60755; HEK293 GalR3-CNG cAMP membrane potential fluorescence; galR3 body fused to GalR1 C-terminus; inhibition, % at 3 µM; actives 0.44% (n = 360,000); AID 651719, 2012;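 active = inhibition above the screen-wide average plus 3 SD, cut at about 13% in these data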;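 also: forskolin and galanin both at EC90 stimulate the cells; cAMP rise reported by CNG channel membrane potential dye signal; 0% = forskolin plus galanin with DMSO and 100% = forskolin alone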
Target sequence (O60755 1-299 limits assumed): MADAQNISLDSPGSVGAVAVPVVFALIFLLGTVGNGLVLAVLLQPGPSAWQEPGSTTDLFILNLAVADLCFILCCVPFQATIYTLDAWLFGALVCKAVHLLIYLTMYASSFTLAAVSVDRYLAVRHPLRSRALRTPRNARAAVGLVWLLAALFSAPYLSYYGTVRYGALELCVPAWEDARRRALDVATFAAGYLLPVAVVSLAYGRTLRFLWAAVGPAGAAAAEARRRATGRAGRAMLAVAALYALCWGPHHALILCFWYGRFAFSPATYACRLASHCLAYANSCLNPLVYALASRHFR
IDE cell inh = human IDE inhibitors in live cells, primary screen, fluorescence polarization, HEK cells, FAbetaB substrate | Insulin-degrading enzyme (Homo sapiens), P14735 | FAbetaB cleavage | inhibition, % at 5.59 µM | actives 0.41% (n = 320,000) | AID 434962, 2010;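 active = percent inhibition above the average of all tested compounds plus 3 SD, set per screening campaign, cut at about 16% in these data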;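 also: IDE supplied by intact live HEK cells; FP after avidin binding of uncleaved biotin substrate so inhibition keeps polarization high; 0% = DMSO wells and 100% = 60 µM reference IDE inhibitor Ii1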
UBC9 SUMO inh = inhibitors of in vitro SUMOylation cascade, primary screen, biochemical, HTRF, uHTS. actives 0.36% (n = 290,000). SUMO-conjugating enzyme UBC9 (Homo sapiens), P63279. AID 2006, 2009. inhibition, % at 35 µM. HTRF SUMOylation assay, SAE1/SAE2 + UBC9; in the data active = inhibition above about 50%, passing the limit was not always enough; also: strong numbers were not always called active
Target sequence (P63279 whole entry, looked up): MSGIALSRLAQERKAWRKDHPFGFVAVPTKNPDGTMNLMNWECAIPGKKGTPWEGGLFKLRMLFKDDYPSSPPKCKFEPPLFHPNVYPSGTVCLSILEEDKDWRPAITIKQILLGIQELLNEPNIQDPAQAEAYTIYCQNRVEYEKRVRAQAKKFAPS
VIM-2 inhibitor = VIM-2 metallo-beta-lactamase inhibitors, primary screen, biochemical, epi-absorbance readout, Pseudomonas aeruginosa enzyme | purified VIM-2, nitrocefin hydrolysis, epi-absorbance fluorescence | actives 0.89% (n = 290,000) | inhibition, % at 5.6 µM;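 active = inhibition above the mean of all tested compounds plus 3 SD, cutoff set per screening run, cut at about 7.5% in these data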;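 also: red hydrolysis product quenches plate fluorescence so inhibitors raise well fluorescence; 0% = enzyme with DMSO and 100% = DMSO without enzyme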
NS3 helicase inh = inhibitors of HCV NS3 helicase, primary screen, biochemical, Cy5 molecular beacon fluorescence | inhibition, % at 10.9 µM | Hepatitis C virus NS3 helicase | actives 0.56% (n = 290,000) | NS3 helicase DNA unwinding | AID 1800, 2009;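 active = inhibition above the mean of all tested compounds plus 3 SD, set per campaign, cut at about 35% in these data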;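 also: 0% = DMSO wells and 100% = thioflavine S control wells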
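System: Hepatitis C virus NS3 helicase domain fragment enzyme | Reagent: Annealed dual-labelled DNA beacon duplex, ATP-started | Compound dosing: 10.9 µM single point, 0.8% DMSO | Incubation: 1 h reaction at 25 °C, ATP-initiated | Technique: Cy5 fluorescence | Evaluation: Percent inhibition from t60/t0 fluorescence ratio | Benchmarks: Low DMSO, high thioflavine S at 110 µM | Replication: Singlicate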
p-CIP stab down = p/CIP-EGFP fusion destabilizers, primary screen, fluorescence, F442A cells; Q05BA5; decrease of EGFP signal, % at 10 µM; 16 h; actives 0.01% (n = 290,000);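 active = EGFP signal decrease of at least 30% at 10 µM or well 3 SD below plate mean, unless failing retest; inactive = the rest, including hits failing retest or dose response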; also: some compounds called inactive have numbers as strong as hits; many of its hits are not listed in these tables
CRFR2-BP antag = antagonists of CRF-BP/CRF-R2 complex, primary screen, cell-based, HEK293, calcium dye fluorescence, uHTS; inhibition, % at 11.8 µM; CRF-induced calcium fluorescence; actives 0.59% (n = 350,000);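 active = inhibition of the ligand-induced calcium signal above about 50% at the single tested concentration, limit read from the data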
Numbers without * were called inactive; · = no result given. Compounds as they come; any-hit rate near 3.2%.

Results follow in this order: IDE cell activ	IMP-1 inhibitor	GalR3 antag	IDE cell inh	UBC9 SUMO inh	VIM-2 inhibitor	NS3 helicase inh	p-CIP stab down	CRFR2-BP antag
CC(=O)Nc1ccc(CN2CCCC(CO)(Cc3cccc(Cl)c3)C2)cc1 (stereo not drawn)
 : 4	-3.2	-3	-2	-4	-2.6	-6	0	-41
CC(=O)c1cccc(NC(=O)N2CCCc3ccccc32)c1
 : -4	-2.8	-5	6	-2	-2.3	0	-5	10
CCCOc1ccc(C(=O)NCC(c2ccco2)N(C)C)cc1OC (stereo not drawn)
 : 2	-1.5	-4	-1	-4	-0.2	3	8	-4
COC(=O)c1ccccc1Oc1c(F)c(F)nc(N2CCOCC2)c1F
 : 1	-1.8	0	3	10	-0.1	0	-2	34
N#CC(c1ccc(Cl)nn1)c1c(F)cccc1Cl (stereo not drawn)
 : 5	-2.0	2	3	10	-2.1	8	-75	11
c1ccc(Cc2nnc(Sc3ccccc3)c3ccccc23)cc1
 : 8	-2.5	-7	1	-12	-3.0	-3	-4	33
CCC(=O)N1CCN(c2ccccc2NC(=O)c2cccc(C)c2)CC1
 : -3	-5.6	-4	3	16	-3.8	-2	8	6
O=C(NCc1ccc(Cl)cc1Cl)Nc1ccccc1
 : -1	·	-4	0	·	·	·	·	21
CCOC(=O)c1ccc(NC(=O)N2CCN(c3ccccn3)CC2)cc1
 : 2	0.8	-5	2	15	-0.3	3	0	-19
Cc1ccc(CNC(=O)C(=O)Nc2nccs2)cc1
 : 6	-3.2	-2	1	7	-2.0	12	-8	11

Compound profiles, from the list above:
Record of COC(=O)c1ccccc1Oc1c(F)c(F)nc(N2CCOCC2)c1F : IDE cell activ: 1; IMP-1 inhibitor: -1.8; GalR3 antag: 0; IDE cell inh: 3; UBC9 SUMO inh: 10; VIM-2 inhibitor: -0.1; NS3 helicase inh: 0; p-CIP stab down: -2; CRFR2-BP antag: 34
Record of CCCOc1ccc(C(=O)NCC(c2ccco2)N(C)C)cc1OC (stereo not drawn) : IDE cell activ: 2; IMP-1 inhibitor: -1.5; GalR3 antag: -4; IDE cell inh: -1; UBC9 SUMO inh: -4; VIM-2 inhibitor: -0.2; NS3 helicase inh: 3; p-CIP stab down: 8; CRFR2-BP antag: -4
Record of CCC(=O)N1CCN(c2ccccc2NC(=O)c2cccc(C)c2)CC1 : IDE cell activ: -3; IMP-1 inhibitor: -5.6; GalR3 antag: -4; IDE cell inh: 3; UBC9 SUMO inh: 16; VIM-2 inhibitor: -3.8; NS3 helicase inh: -2; p-CIP stab down: 8; CRFR2-BP antag: 6

The list goes on.
Results follow in this order: IDE cell activ	IMP-1 inhibitor	GalR3 antag	IDE cell inh	UBC9 SUMO inh	VIM-2 inhibitor	NS3 helicase inh	p-CIP stab down	CRFR2-BP antag
Cc1nc(CS(=O)c2ccccc2)cc(N2CCOCC2)n1 (stereo not drawn)
 : 1	-2.1	-1	-1	-17	-4.9	2	7	-7
COC(=O)N/N=C/c1cn(CCOc2cccc(OC)c2)c2ccccc12
 : 3	-4.4	-9	7	-2	-2.2	6	0	-11
O=C(CCc1nc(-c2ccccc2)no1)NCc1cccnc1
 : -1	-2.2	-6	6	20	-4.5	1	-4	-8
S=C(Nc1ccc(Br)cc1)N1CCN(C2CCCCC2)CC1
 : 3	-2.1	0	3	-3	-1.3	-6	0	4
O=C(CC1SCCNC1=O)Nc1ccccc1Cl (stereo not drawn)
 : 0	-5.2	-7	5	10	-2.8	5	2	-5
Cc1nc(SCc2nc3ccc(F)cc3[nH]2)c2oc3ccccc3c2n1
 : -4	·	2	3	·	·	·	·	15
O/N=C1\CCCc2oc3c(c21)CCCC3
 : -2	-2.2	-4	1	-10	-0.7	4	-2	7
CCN(CC)C(=O)CSc1nc(C)cc(-c2cccs2)c1C#N
 : 3	-1.3	-10	-1	4	-2.3	8	-16	3
CCOC(=O)N1CCN(Cc2c(O)ccc3ccccc23)CC1
 : 1	-0.6	-11	-1	19	0.7	-9	2	-11
C/C(=N\NC(=O)CSCc1cccc(Br)c1)c1ccc([N+](=O)[O-])cc1
 : 3	-1.8	-1	-1	3	-2.1	-6	-9	-2

An excerpt from above in order of length of the SMILES, rising:
Results follow in this order: IDE cell activ	IMP-1 inhibitor	GalR3 antag	IDE cell inh	UBC9 SUMO inh	VIM-2 inhibitor	NS3 helicase inh	p-CIP stab down	CRFR2-BP antag
O/N=C1\CCCc2oc3c(c21)CCCC3
 : -2	-2.2	-4	1	-10	-0.7	4	-2	7
CCN(CC)C(=O)CSc1nc(C)cc(-c2cccs2)c1C#N
 : 3	-1.3	-10	-1	4	-2.3	8	-16	3
Cc1nc(SCc2nc3ccc(F)cc3[nH]2)c2oc3ccccc3c2n1
 : -4	·	2	3	·	·	·	·	15

Further compounds:
Results follow in this order: IDE cell activ	IMP-1 inhibitor	GalR3 antag	IDE cell inh	UBC9 SUMO inh	VIM-2 inhibitor	NS3 helicase inh	p-CIP stab down	CRFR2-BP antag
COCCn1c(=O)[nH]c2cc(C(=O)NCc3ccccc3)ccc2c1=O
 : 0	-2.3	-2	-5	8	-2.0	7	14	8
COc1cc(N2CCCC2)c(OC)cc1/C=C(/C#N)c1ccc(F)cc1
 : -7	0.0	-1	4	3	-1.3	6	-48	-37
CN(C)c1ccc(/C=C/c2nc3ccccc3s2)cc1
 : -4	-1.7	-5	14	5	-1.7	8	-20	-84
COc1cc(C2NC(=O)NC(c3ccccc3)=C2C(C)=O)cc(Cl)c1OCC(=O)O (stereo not drawn)
 : -1	-2.9	4	8	16	1.4	-3	0	14
CCN1C(=O)[C@H]2[C@@H](c3ccc(-c4ccccc4)c(OC)c3)N[C@@](CC(C)C)(C(=O)OC)[C@H]2C1=O
 : 7	·	-4	-4	·	·	·	·	-2
N/C(=N\OC(=O)CCCc1ccccc1)c1cccc([N+](=O)[O-])c1
 : 1	-0.1	-5	0	-15	-3.3	-14	-2	-3
COCCNC(=O)Cn1c(=O)oc2cc(S(=O)(=O)N3CC(C)CC(C)C3)ccc21 (stereo not drawn)
 : 4	0.5	0	1	-6	-2.1	-4	-2	1
CCOC(=O)N1CCN(C(=O)COc2cc(C)c(Cl)c(C)c2)CC1
 : 0	-3.0	-7	2	20	-2.1	-5	0	13
COc1ccc2c(Cl)c(C(=O)N/N=C/c3cccnc3)sc2c1
 : 4	-4.2	-7	4	20	-2.4	-1	-15	-2
Cc1c(N(C)S(=O)(=O)c2cc(C(=O)N3CCCC3)ccc2Cl)c(=O)n(-c2ccccc2)n1C
 : 4	-4.4	-3	4	15	-1.4	-5	-11	12
O=C(NCC(c1cccnc1)N1CCN(c2ccc(F)cc2)CC1)c1cccc(Cl)c1 (stereo not drawn)
 : 5	-2.8	4	2	5	-3.4	0	-7	-3
O=C(O)CC1(CC(=O)N2CCN(CCO)CC2)CCCC1
 : 6	-2.7	-5	0	14	-2.8	-5	-11	0
CCc1sc(N(C(=O)Cc2ccccc2)c2ccccc2)nc1-c1ccccc1
 : 0	-3.4	-1	8	4	-1.6	3	2	-6
Cc1ccc(C(=O)OCC(=O)NCCc2ccccc2)cc1S(=O)(=O)N1CCOCC1
 : -2	·	1	-10	·	·	·	·	4
Cc1nn(CCc2n[nH]c(=S)n2C2CCCCC2)c(C)c1Br
 : -8	-2.4	-3	3	-12	3.7	0	-8	-12
O=S(=O)(CCSc1nc2ccccc2s1)c1nc2ccccc2s1
 : -1	-1.6	-7	-9	10	-3.2	-5	-7	-38
Cc1cc(NC(=O)C(C)SCC(=O)Nc2ccccc2OC(F)F)no1 (stereo not drawn)
 : 6	-2.0	-1	2	0	-2.0	7	2	2
CCC(=O)Oc1oc(-c2ccccc2)nc1C=Nc1ccccc1OC
 : 5	-5.5	0	4	-2	-0.3	-2	24	19
COc1ccc(OC)c2c(N)c(C#N)c(C(F)(F)C(F)(F)F)nc12
 : 1	-1.6	2	-1	-4	-1.1	5	-2	22
CCC(=O)N1CCN=C1SCc1ccccc1Cl
 : 5	-4.6	1	1	-4	0.2	0	4	11
COC(=O)c1sccc1-n1cccc1C(=O)N1CCOCC1
 : -2	-2.2	0	-3	9	-2.0	5	-1	2
COc1ccc(Nc2nc(N3CCN(S(=O)(=O)N(C)C)CC3)nc3ccccc23)cc1
 : 1	-0.8	-12	3	4	0.5	-43	1	-18
c1ccc(OCCn2cnc3ccccc32)cc1
 : 6	-5.9	-8	-3	11	-4.7	0	-3	14
Cc1nn(C)cc1-c1cc(C(=O)O)c2ccccc2n1
 : 2	-2.1	-1	-1	26	-3.4	0	-14	-39
Cc1cc(C)c2c(N)c(S(=O)c3ccc(C(C)(C)C)cc3)sc2n1 (stereo not drawn)
 : 0	-1.2	-4	2	19	4.1	-5	3	-19
Nc1nnc(COc2ccc(Br)cc2Br)s1
 : 1	-2.8	-1	-1	25	-2.6	-2	-1	-35
COc1cccc(C2C(C(=O)c3cccs3)=C(O)C(=O)N2CCN(C)C)c1OC (stereo not drawn)
 : 3	-3.1	-7	-2	27	-1.6	3	-1	-4
CCOc1cc(/C=N/NC(=O)CSc2nncn2C)ccc1OCc1ccccc1
 : -2	-1.5	4	-1	-3	-0.9	10	14	-32
CC(C)C(=O)Nc1ccc(C(=O)NNC(=O)c2cccs2)cc1
 : 4	-2.6	0	6	-8	-0.6	-5	0	-3
Fc1ccc(CN2CCSCC2)cc1Br
 : -7	-3.6	1	-2	2	-2.2	2	-21	-12
COc1ccc(C2=NOC(C(=O)Nc3ccc(C(C)=O)cc3)C2)cc1OC (stereo not drawn)
 : -4	0.0	-5	-1	30	-1.9	0	-13	-4
O=C(OCc1ccccc1)c1cccnc1Cl
 : 3	-1.9	-2	1	11	-0.3	-1	-8	-2
Cc1ccc(C2C(C(=O)O)c3ccccc3C(=O)N2C)o1 (stereo not drawn)
 : 2	0.3	-3	2	-12	-2.1	18	8	-2
Clc1ccc(CNCCC2=CCCCC2)cc1
 : -3	-1.6	-10	0	15	-0.9	-9	-3	-28
OC(CN1CCN(Cc2ccccc2)CC1)c1ccccc1 (stereo not drawn)
 : -5	-2.4	-7	3	6	-1.4	5	-12	19

From PubChem BioAssay
